# AmpC inh detg: blocks E. coli AmpC beta-lactamase in detergent assay. Potency, µM (top dose mostly 114 µM), without a hit: at the highest dose activity change, negative = inhibition, most hits filed as inhibitors. hit rate 0.041% among 370,000. P00811. AmpC hydrolysis of nitrocefin, absorbance 480 nm, 0.01% Triton;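 note: potency is the fitted concentration of half-maximal effect; 0% = no-compound wells and -100% = no-enzyme wells; nearly all actives have a fitted effect of over 25% in size; some results filed as inactive show a strong effect at the top dose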
# Target sequence (P00811 whole entry, looked up): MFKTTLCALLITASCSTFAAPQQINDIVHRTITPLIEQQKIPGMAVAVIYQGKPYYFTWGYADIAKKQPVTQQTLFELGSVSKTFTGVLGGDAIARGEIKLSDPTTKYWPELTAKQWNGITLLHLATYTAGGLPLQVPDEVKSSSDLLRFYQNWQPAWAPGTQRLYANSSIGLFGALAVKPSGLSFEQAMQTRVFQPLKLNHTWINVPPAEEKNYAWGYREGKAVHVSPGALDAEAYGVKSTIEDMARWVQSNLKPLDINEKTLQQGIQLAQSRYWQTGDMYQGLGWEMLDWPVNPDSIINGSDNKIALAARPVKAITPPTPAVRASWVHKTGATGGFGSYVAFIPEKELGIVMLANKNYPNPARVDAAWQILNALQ
#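 AmpC (5.3 nM in the dispensed reagent) in 20 mM phosphate pH 7.0 with 0.01% (detergent screen) or 0.0001% Triton X-100 was preincubated with compounds for 15 min at room temperature. Nitrocefin was then added from an 800 uM solution, and hydrolysis was followed at 480 nm.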
# FBPA Giardia inh: Giardia lamblia aldolase inhibition | purified Giardia FBPA | Potency, µM (top dose mostly 59.6 µM), for the others: at the top dose activity, negative = inhibition, usual class: inhibitors | hit rate 0.71% among 290,000; note: potency is the fitted concentration of half-maximal effect; nearly all actives have a fitted effect of over 55% in size
# Target sequence (A8B2U2 whole entry, looked up): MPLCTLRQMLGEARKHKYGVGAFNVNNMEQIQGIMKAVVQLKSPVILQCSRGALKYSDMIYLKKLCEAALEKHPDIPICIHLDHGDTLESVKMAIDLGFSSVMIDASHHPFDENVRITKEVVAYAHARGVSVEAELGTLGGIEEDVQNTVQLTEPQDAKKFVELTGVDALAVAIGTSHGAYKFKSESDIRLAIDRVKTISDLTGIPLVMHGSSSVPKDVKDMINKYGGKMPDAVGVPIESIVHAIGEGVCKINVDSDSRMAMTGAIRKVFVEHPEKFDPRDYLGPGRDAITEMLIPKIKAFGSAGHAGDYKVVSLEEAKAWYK
#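 40 nM FBPA preincubated 10 min at RT with compound (up to 57.5 uM final), then substrate plus GAPDH/TPI/NAD/arsenate coupling and diaphorase/resazurin added. Fluorescence read after 20 min at RT, 525/598 nm.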
# AMA1 RON2 block: disrupts binding of P. falciparum AMA1 to RON2; AlphaScreen AMA1-biotinylated RON2 peptide binding; Potency, µM (doses to about 58.2 µM), without a hit: top-dose activity change, negative = inhibition, usual class: inhibitors; hit rate 0.2% among 360,000;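 note: potency is the fitted concentration of half-maximal effect; 0% = vehicle wells and -100% = peptide control; nearly all actives have a fitted effect of over 45% in size; some results filed as inactive show a strong effect at the top dose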
#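 AMA1 (3D7) with his tag at 25 nM final met compounds first, then biotinylated RON2 peptide at 25 nM; detection used donor plus acceptor beads, 10 µg/mL apiece, read by AlphaScreen after 30 min at room temperature.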
# HCV inh: inhibitors of hepatitis C virus infection | Huh7.5.1 HCVcc-Cre infection, luciferase reporter, 44 h | Potency, µM (top dose mostly 41.8 µM), without a hit: top-dose activity change, negative = inhibition, hits mostly inhibitors | hit rate 3.4% among 340,000; note: potency is the fitted concentration of half-maximal effect
#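 Luciferase read-out (15 sec integration) after a 15 min room-temperature substrate step quantifies HCVcc-Cre infection. Cells, 1,000 per well, had compound added 4 h post-plating, then virus at ~0.5 moi, and were cultured 44 h.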
# Sm TGR inh: S. mansoni TGR enzyme inhibition | Q962Y6 | purified TGR, DTNB reduction, TNB absorbance 405 nm | Potency, µM (series often up to 114 µM), for the others: at the highest dose activity change, negative = inhibition, most hits filed as inhibitors | hit rate 3% among 360,000 | AID 485364; note: potency is the fitted concentration of half-maximal effect; nearly all actives have a fitted effect of over 60% in size
#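 Kinetic colorimetric format: TGR-catalysed, NADPH-driven DTNB reduction monitored via TNB absorbance. Enzyme dispensed at 20 nM; compound exposure 15 min at room temperature before reaction start.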
# HCMV antiviral: human cytomegalovirus inhibition. hit rate 4.5% among 410,000. activity change, negative = inhibition, % at 57.5 µM. HFF cells, HCMV-luciferase reporter, 72 h; stronger effect = lower value; in the data active = activity change below about -60%; inconclusive = no clear call, values can overlap the other calls; inactive = above about -39%
#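 Two compound doses tested in HFFs infected with HCMV-luciferase, MOI 1 PFU/cell, 72 h at 37C. Lysate luminescence read with OneGlo; data normalized against buffer-only and 10uM Salinomycin inhibitor controls.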
# * = called active by the depositor; ? = inconclusive; . = no result given; [ ] = remark or other dose. Unless noted, calls come from the whole dose curve; as a rule, active = well fitted curve in the direction sought with a large enough effect; inconclusive = small, poorly fitted or top-dose-only effect, or another doubt; inactive = no such curve, though single readings can be large; an effect the other way counts as inactive or inconclusive. Unless noted, % is set by controls: 0 for no effect and ±100 for the full control effect.
compound	AmpC inh detg	FBPA Giardia inh	AMA1 RON2 block	HCV inh	Sm TGR inh	HCMV antiviral
CN(CC(=O)N1CCCC1)S(=O)(=O)c1ccc2ccccc2c1	-1%	0%	-8%	9%	.	-40
CS(=O)(=O)Oc1ccc(/C=C2\C(=N)N3N=C(CC(=O)N4CCOCC4)SC3=NC2=O)cc1Cl	-3%	-14%	-7%	12%	1%	-34
Cc1sc(NC(=O)c2cc(-c3ccccc3)nc3ccccc23)c(C(N)=O)c1C	-10%	4%	-7%	13µM*	0%	-32
CCOCCn1c(CN(Cc2ccccc2)Cc2ccccc2)nc2c1c(=O)n(C)c(=O)n2C	-15%	-3%	-9%	?	3%	-35
CN(C)c1ccc(NC(=O)CSc2nc3c(c(=O)[nH]2)CCCC3)cc1	?	?	?	0%	11%	37
Cc1ccc(S(=O)(=O)NCCc2csc3nc(-c4ccccc4C)nn23)cc1	-6%	.	.	.	3%	-3
COc1ccc(C(=O)NNC(=O)CCC(=O)Nc2cc(C)on2)cc1	-3%	6%	-6%	27%	13%	-8
N#CC1=C(N)SC(N)=C(C#N)C1c1cccc(O)c1	-17%	?	0%	-9%	0%	37
O=C(Nc1nc2ccccc2[nH]1)c1ccc(OC(F)F)cc1	-4%	21%	105%[activator]	?	1%	33
O=C(O)c1ccc(Cl)c(S(=O)(=O)Nc2ccc(S(=O)(=O)Nc3cccc(Cl)c3)cc2)c1	1%	7%	18%	16%	4%	-34
Cc1nnc2sc(SCc3ccccc3Cl)nn2c1=O	5%	4%	2%	4%	-20%	-12
Cc1csc2sc(-c3ccnc(SCC(=O)NCc4ccccc4)n3)c(C)c12	2%	0%	13%	?	0%	?

# Some of the entries so far, as labelled records.
mol: O=C(O)c1ccc(Cl)c(S(=O)(=O)Nc2ccc(S(=O)(=O)Nc3cccc(Cl)c3)cc2)c1
  AmpC inh detg = 1%	FBPA Giardia inh = 7%	AMA1 RON2 block = 18%	HCV inh = 16%	Sm TGR inh = 4%	HCMV antiviral = -34

mol: Cc1nnc2sc(SCc3ccccc3Cl)nn2c1=O
  AmpC inh detg = 5%	FBPA Giardia inh = 4%	AMA1 RON2 block = 2%	HCV inh = 4%	Sm TGR inh = -20%	HCMV antiviral = -12

mol: Cc1csc2sc(-c3ccnc(SCC(=O)NCc4ccccc4)n3)c(C)c12
  AmpC inh detg = 2%	FBPA Giardia inh = 0%	AMA1 RON2 block = 13%	HCV inh = ?	Sm TGR inh = 0%	HCMV antiviral = ?

# Going on with the list.
compound	AmpC inh detg	FBPA Giardia inh	AMA1 RON2 block	HCV inh	Sm TGR inh	HCMV antiviral
COc1cc(OC)cc(-c2nnc(NC(=O)CCS(=O)(=O)c3ccc(F)cc3)o2)c1	10%	.	92%[activator]	11%	?	-2
O=C(COC(=O)c1cccc(F)c1)Nc1ccc2c(c1)OCCO2	?	.	3%	13%	3%	-22
COc1ccc(S(=O)(=O)N(C)c2ccc(OCC(=O)Nc3cc(C)on3)cc2)cc1	-14%	6%	-9%	-13%	-2%	-9
COCCNC(=S)N/N=C/c1ccc2c(c1)OCCO2	2%	-3%	74%[activator]	7%	-9%	-22
O=C(CCl)Nc1cc(SCC(O)CO)cc([N+](=O)[O-])c1 (stereo not given)	0%	-14%	-4%	1.6µM*	.	-99*
COc1ccc2c(Cl)c(-c3nnc(SCC(N)=O)n3C)sc2c1	?	2%	-4%	?	-4%	-6
CC(C)c1ccc(NC(=O)c2ccc3oc(=O)c(S(=O)(=O)c4ccc(F)cc4)cc3c2)cc1	2%	.	.	.	0%	71
COc1ccc(Oc2nc3c(C)cccn3c(=O)c2/C=C(\C#N)C(N)=O)cc1	9%	-1%	12%	-12%	-30%	12
Cc1cc(C)nc(NC(=O)c2c(C(=O)O)noc2C)n1	-5%	-18%	3%	18%	-2%	8
COc1cc(/C=C(\C#N)c2nc3ccccc3[nH]2)c([N+](=O)[O-])cc1OCc1ccccc1	4%	-14%	-23%	7.1µM*	11%	?
CC(C)CC(NS(=O)(=O)c1ccc2c(c1)oc(=O)n2C)C(=O)NC1CCCc2ccccc21 (stereo not given)	-13%	4%	6%	1%	-6%	1
O=C(Oc1cccc2c(O)cccc12)c1ccco1	.	.	16%	3%	.	35

# Carrying on.
compound	AmpC inh detg	FBPA Giardia inh	AMA1 RON2 block	HCV inh	Sm TGR inh	HCMV antiviral
Cc1nc(NS(=O)(=O)c2ccccc2)sc1C(=O)N/N=C/c1ccccc1	3%	?	21%	21%	4%	-26
O=C(Cn1cnc2ccccc2c1=O)Nc1nnc(C2CC2)s1	-1%	2%	0%	9%	-20%	-18
NC(=O)c1cc([N+](=O)[O-])ccc1NCc1cccc2ccccc12	-5%	.	-13%	?	-2%	38
COc1ccc(Nc2cc(C(=O)NCc3ccccc3)c3ccccc3n2)cc1OC	0%	.	.	.	8%	-3
CCc1cccc(NC(=O)Cn2c(=O)n(CC(=O)NCCc3ccccc3)c(=O)c3ccccc32)c1	-5%	.	.	.	-4%	-39
Cc1csc(NC(CO)c2nc3ccccc3n2CCOCCO)n1 (stereo not given)	.	.	41%[activator]	18%	.	8
CC(=O)N1CCc2cc(Br)cc(S(=O)(=O)CCC(=O)N3CCN(c4ccccn4)CC3)c21	-15%	5%	31%[activator]	5%	-12%	-11
CCCCn1c(=O)[nH]c(=O)c2c1nc(-c1ccc(-c3ccccc3)cc1)n2C	?	-6%	-5%	18%	6%	-14
COc1ccc(CCNC(=O)c2cc(C3CC3)nc3c2cnn3C(C)C)cc1OC	-14%	.	-3%	?	-3%	0
CNc1snc(C)c1C(=O)OCC(=O)c1cc(F)ccc1OC	?	.	-8%	-12%	-2%	-31
O=C(c1ccccc1F)N(Cc1ccccc1)Cc1ccccc1	-5%	1%	31%[activator]	4%	1%	31
COc1cc(CN2CC(=O)N(c3ccc(C)c(C)c3)C2=S)cc(OC)c1OC	-15%	5%	-8%	?	-1%	-15

# The list goes on.
SMILES	AmpC inh detg	FBPA Giardia inh	AMA1 RON2 block	HCV inh	Sm TGR inh	HCMV antiviral
Cc1ccc(/C(N)=N/OC(=O)C(C)c2ccc([N+](=O)[O-])cc2)cc1 (stereo not given)	-17%	-5%	-9%	-3%	12%	-19
Cc1ccc(C(=O)Nc2ccon2)cc1S(=O)(=O)N1CCCCCC1	-4%	-4%	3%	?	7%	-101*
COc1ccccc1NC(=O)C(=O)N(c1cccnc1)C(C(=O)NC(C)(C)C)c1ccccc1 (stereo not given)	-2%	-3%	20%	17%	.	39
CCC12CSc3nc(Cl)ccc3N1C(=O)C(=O)N2C (stereo not given)	6%	0%	1%	-4%	6%	177
COc1ccc(-n2c(=O)c3ccccc3n(CC(=O)NCCc3ccc(OC)c(OC)c3)c2=O)cc1	20%	.	.	.	6%	-3
CCc1ccc(Sc2cc(C(=O)O)c3ccccc3n2)cc1	5%	.	.	.	7%	-16
O=C1CSC2(CCCCC2)N1CCO	?	-1%	-4%	5%	2%	10
Cc1ccc(/C=C2/Sc3ccc(C(=O)N4CCN(C)CC4)cc3NC2=O)cc1	?	2%	10%	3%	-13%	?
Cc1ccc(OCC(=O)Nc2ccc3c(c2)OCO3)cc1C	5%	0%	0%	2%	2%	-23
COc1ccc(CCNC(=O)C2CCCN(S(=O)(=O)c3cnc[nH]3)C2)cc1OC (stereo not given)	-9%	2%	6%	13%	-2%	17
CCOC(=O)c1c(-c2ccc(C)cc2)csc1NC(=O)C1CC=CCC1C(=O)O (stereo not given)	?	17%	-1%	3%	-7%	-16
Cc1ccccc1-n1c(=O)cc(NCC2CCCO2)[nH]c1=O (stereo not given)	1%	1%	2%	17%	0%	1
CC(C)N(C)C1=CC(=O)C(N(C)C(C)C)=CC1=O	.	.	-25%	1%	.	?
COc1ccc(NC(=O)CN(C)Cc2c(F)cccc2Cl)cc1S(=O)(=O)N1CCCCC1	2%	-5%	-2%	1%	-6%	14
O=C(NCCc1ccccc1)c1nc(-c2cccs2)no1	2%	-6%	12%	6%	.	9

# Additional entries follow.
SMILES	AmpC inh detg	FBPA Giardia inh	AMA1 RON2 block	HCV inh	Sm TGR inh	HCMV antiviral
Cc1ccc(-n2cc(CNCCc3cscn3)c(-c3ccc(F)cc3)n2)cc1	6%	-1%	-3%	?	8%	-30
Cc1ccc(-n2cc3ccc([N+](=O)[O-])cc3n2)cc1	-6%	-9%	-8%	10%	5%	47
CS(=O)(=O)N1CCSC1c1ccc(Br)cc1 (stereo not given)	1%	-3%	0%	3%	5%	-19
CCCCCCN1N=C(C)C(C(=O)c2ccc(Cl)cc2)C1=O (stereo not given)	?	8%	54%[activator]	2%	11%	25
CCCOc1ccc(OCCOCCNCc2ccccc2)cc1	1%	1%	3%	?	-15%	-23
Cc1ccc(-c2csc(N(Cc3ccco3)C(=O)c3cccs3)n2)cc1	-8%	-10%	0%	-29%	2%	-2
CC(=O)c1ccc(NC(=O)c2sc3nc(C)c(C)c(C)c3c2N)cc1	1%	14%	11%	13%	0%	75
COc1ccc(C(OCC(O)CN2CCC(O)CC2)c2ccc(OC)cc2)cc1 (stereo not given)	-4%	0%	6%	-13%	1%	-19
CC(C(=O)Nc1ccc(S(=O)(=O)N2CCCC2)cc1)N1CCc2ccccc2C1 (stereo not given)	-4%	.	?	?	-2%	-24
[N-]=[N+]=CC(=O)CNC(=O)[C@@H](Cc1ccccc1)N1C(=O)c2ccccc2C1=O	3%	2%	-8%	17%	-3%	0
Cc1cc(-c2ccc(C)c(S(=O)(=O)Nc3ccccn3)c2)on1	4%	.	.	.	-5%	?
CCC(=O)N1CCc2cc(S(=O)(=O)NCCC(=O)NC3CCCCCC3)ccc21	1%	-3%	-5%	15%	-8%	-23
COCc1cc(=O)oc2cc(NC(=O)c3ccc(C(C)(C)C)cc3)ccc12	3%	4%	5%	?	4%	.
Cc1ccc(C(C)(C)NC(=O)C2CCC(=O)N(CCCN3CCOCC3)C2)cc1 (stereo not given)	-14%	3%	-10%	14%	-13%	2
COc1ccccc1N(CC(=O)NC(C)C)S(=O)(=O)c1cccs1	-4%	-4%	9%	5%	4%	-19

# Carrying on:
SMILES	AmpC inh detg	FBPA Giardia inh	AMA1 RON2 block	HCV inh	Sm TGR inh	HCMV antiviral
Cc1noc(N)c1C1(O)C(=O)N(C(C)C)c2ccccc21 (stereo not given)	8%	2%	-19%	15%	2%	-13
CCCCOC(=O)Cn1c(=O)c2c(nc(Br)n2Cc2ccccc2)n(C)c1=O	-11%	7%	-12%	?	-5%	-5
CCCCN(C(=O)CSc1nnc2ccccn12)c1c(N)n(Cc2ccccc2)c(=O)[nH]c1=O	-4%	0%	1%	-3%	2%	10
O=C(c1cc(Cl)ccc1Cl)N1CCN(c2ccccn2)CC1	-4%	9%	-2%	1%	4%	?
CC(C)Cc1nnc(NC(=O)c2ccc3c(c2)NC(=O)C(C)S3)s1 (stereo not given)	-20%	.	-10%	11%	0%	-29
CC(C)CCn1c(=O)c2ccccc2n2c(CN3CCOCC3)nnc12	7%	2%	2%	-12%	1%	48
Cc1cc(NC(=O)c2ccc(NC(=O)C3CCCO3)cc2)ccc1Br (stereo not given)	-10%	8%	4%	-1%	-28%	-74*
